# SR-BI DiI inh – inhibitors of SR-BI mediated HDL lipid uptake, primary screen, ldlA[mSR-BI] cells, fluorescence, single point; inhibition, % at 12.5 µM; AID 488896, 2010; Scavenger receptor class B member 1 (Mus musculus), Q61009; 320,000 compounds, 0.96% hits; ldlA[mSR-BI] CHO cells, DiI-HDL uptake fluorescence, 3 h;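 active means mean replicate inhibition of at least 70% and a set share of replicates each scoring 70 or more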;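 further: 0% = median of neutral control wells and 100% = median of positive control wells; values of inactives mirror those of a sister screen read the other way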
# Target sequence (Q61009 whole entry, looked up): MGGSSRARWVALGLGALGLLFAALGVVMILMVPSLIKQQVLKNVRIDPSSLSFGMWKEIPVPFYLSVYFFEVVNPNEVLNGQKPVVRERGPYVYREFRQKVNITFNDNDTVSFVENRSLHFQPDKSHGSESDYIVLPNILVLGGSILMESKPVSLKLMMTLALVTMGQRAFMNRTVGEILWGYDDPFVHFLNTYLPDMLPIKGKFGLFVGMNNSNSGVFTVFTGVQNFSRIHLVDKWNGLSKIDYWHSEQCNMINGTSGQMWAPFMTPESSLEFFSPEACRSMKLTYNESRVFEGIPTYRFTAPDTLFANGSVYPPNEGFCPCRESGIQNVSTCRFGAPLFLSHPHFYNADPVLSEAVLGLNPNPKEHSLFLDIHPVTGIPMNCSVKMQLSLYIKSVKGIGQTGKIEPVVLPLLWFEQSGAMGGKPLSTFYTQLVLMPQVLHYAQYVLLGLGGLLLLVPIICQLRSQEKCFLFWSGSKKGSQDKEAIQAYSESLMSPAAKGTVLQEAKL
# Arrestin-AP2 inh – inhibitors of beta-arrestin/AP2 binding, primary screen, biochemical, GPCR trafficking, flow cytometry; FITC-arrestin peptide / GST-AP2 beads; AP2 beta2 appendage carries R879A mutation; beta-arrestin 1 C-terminal peptide binding to AP2 beta2-adaptin appendage (human); AID 504490, 2011; inhibition, % at 10 µM; 340,000 compounds, 0.31% hits;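 active means inhibition above a set limit, near 3 SD of compounds lacking own fluorescence, cut at about 54% in these data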;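 further: plate controls were DMSO wells for no effect and 5 µM unlabelled arrestin peptide for full effect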
#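 System: GST-AP2 R879A glutathione beads. Medium: PBS with 0.05% Tween 20 and 0.1% BSA. Also added: FITC-arrestin peptide, 50 nM. Incubation: 12 min plus 1 h, RT. Measured by: high-throughput flow cytometry of beads, ex 488, em 535 nm. Evaluation: percent drop in bead-associated FITC signal.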
# Keap1-Nrf2 PPI – Keap1-Nrf2 protein-protein interaction inhibitors, primary screen, biochemical, fluorescence polarization, single point. inhibition, % at 9.4 µM. 340,000 compounds, 0.15% hits. Kelch-like ECH-associated protein 1 (Homo sapiens), Q14145. Keap1 Kelch-Nrf2 peptide fluorescence polarization, 1536-well; in the data active means inhibition above about 12%;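 further: human Keap1 Kelch domain with fluorescein labeled Nrf2 9mer peptide probe; 0% = neutral control wells and 100% = peptide positive control; higher means more block of Keap1 binding to Nrf2 peptide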
# PvdQ acylase – P. aeruginosa PvdQ acylase inhibitors, primary screen, biochemical, fluorescence, plate reader and imaging, single point; PvdQ acylase [Pseudomonas aeruginosa LESB58]; purified PvdQ acylase; inhibition, % at 10 µM; 340,000 compounds, 0.063% hits; in the data active means inhibition above about 30%, passing the limit was not always enough;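 further: 0% = vehicle neutral wells and 100% = reference inhibitor wells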
# DAGLB inhibitor – DAGLB lipase inhibitors, primary screen, biochemical, fluorescence, HTS; AID 504411, 2011; inhibition, % at 5.17 µM; HEK293T DAGLB membrane lysate, EnzChek fluorogenic substrate; 340,000 compounds, 0.059% hits; Diacylglycerol lipase-beta (Homo sapiens), Q8NCG7; in the data active means inhibition above about 34%;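 further: 0% = enzyme with vehicle and 100% = wells lacking enzyme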
# LANA DNA inh – inhibitors of KSHV C-LANA binding to DNA, primary screen, biochemical, fluorescence polarization, FAM-LBS DNA, MBP-C-LANA, single point; Kaposi's sarcoma herpesvirus LANA C-terminal domain (residues 932-1162) DNA binding; inhibition, % at 9 µM; 340,000 compounds, 0.078% hits; AID 504423, 2011;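 active means highest replicate inhibition at or above 60% at 9 µM, even if other replicates fall short; inactive means all replicates below 60% inhibition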;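 further: 0% = neutral control wells and 100% = 4 µM acridine orange control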
# RTF Ca sens inh – cardiac RTF calcium sensitivity inhibitors, primary screen, biochemical, IANBD-TnC fluorescence, EC70 calcium; IANBD-labeled cardiac RTF, Ca2+ fluorescence; inhibition, % at 7.15 µM; 340,000 compounds, 0.12% hits; AID 493244, 2011;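 active means inhibition above the mean inhibition of all tested compounds plus 3 SD, cut at about 17% in these data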;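 further: assay run at fixed EC70 calcium of 1.6 mM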
# PKA-R2B activ – activators of PKA-R2B holoenzyme, primary screen, biochemical, fluorescence polarization, Cy5-IP20, human. PKA-R2B holoenzyme dissociation; R2B truncated from residue 108, S112A mutant; 0% DMSO only, 100% 113 µM cGMP. activation, % at 11.4 µM. AID 504700, 2011. cAMP-dependent protein kinase catalytic subunit beta (Homo sapiens) + cAMP-dependent …. 340,000 compounds, 0.079% hits;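 active means activation above a cutoff set at the mean over all compounds plus 3 SD, cut at about 18% in these data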;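 further: higher means more holoenzyme dissociation and a rise in polarization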
# Target sequence (P31323 whole entry, looked up, other chains not shown, the tested form may be a part): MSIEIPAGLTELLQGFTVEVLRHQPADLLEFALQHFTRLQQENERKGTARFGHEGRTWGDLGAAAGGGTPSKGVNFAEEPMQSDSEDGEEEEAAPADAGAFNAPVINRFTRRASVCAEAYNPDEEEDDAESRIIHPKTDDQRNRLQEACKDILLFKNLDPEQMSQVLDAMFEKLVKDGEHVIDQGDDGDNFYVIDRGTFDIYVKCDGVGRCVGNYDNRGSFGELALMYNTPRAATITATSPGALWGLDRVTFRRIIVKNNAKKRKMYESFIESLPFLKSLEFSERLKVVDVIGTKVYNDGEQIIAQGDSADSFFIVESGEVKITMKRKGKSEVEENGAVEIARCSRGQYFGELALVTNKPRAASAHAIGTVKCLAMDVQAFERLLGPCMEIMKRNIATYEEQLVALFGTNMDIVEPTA
# NSD2 HMT inh – NSD2 histone methyltransferase inhibitors, primary screen, biochemical, AlphaScreen, single concentration, set 2; NSD2 peptide methylation, 120 min; inhibition, % at 12.5 µM; 310,000 compounds, 0.54% hits; in the data active means inhibition above about 50%
# SR-BI DiI-HDL act – activators of SR-BI mediated DiI-HDL uptake, primary screen, ldlA[mSR-BI] CHO cells, DiI fluorescence; AID 504775, 2011; 3 h; 100 = double the neutral-control signal; activation, % at 12.5 µM; 320,000 compounds, 0.096% hits;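 active means mean replicate activation of at least 60% and every replicate at or above 60%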;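 further: 0% = median plate neutral-control signal and 100% = twice that signal; values of inactives mirror those of a sister screen read the other way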
#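 system = CHO ldlA[mSR-BI] cells, LDL receptor-null, SR-BI overexpressing | medium = Ham's F12 with 0.5% BSA, HEPES 25 mM, pH 7.4 | probe or stimulus = DiI-HDL 10 µg/mL | compound dosing = single-point compound dose | incubation = compound exposure 3 h, 37 °C | technique = DiI fluorescence, bottom read | read-out = cell-associated DiI fluorescence as measure of HDL uptake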
# Active calls of the source: *; . = no result given.
item	compound	SR-BI DiI inh	Arrestin-AP2 inh	Keap1-Nrf2 PPI	PvdQ acylase	DAGLB inhibitor	LANA DNA inh	RTF Ca sens inh	PKA-R2B activ	NSD2 HMT inh	SR-BI DiI-HDL act
1	Cc1ccccc1CN1CCN(c2nc3ccccc3s2)CC1	-14	2	-5	-3	-9	-3.1	1	5	-6	14
2	CC(C)C(=O)NC(=S)Nc1ccccc1N1CCN(C(=O)c2ccccc2)CC1	21	13	-4	-13	1	-0.8	4	-1	-1	-21
3	Cc1csc(SCc2nnc(-c3ccc(Cl)cc3)o2)n1	4	-2	2	-8	-8	-2.1	4	4	3	-4
4	COC(=O)c1cc2oc3ccccc3c2n1CC(=O)N1CCCc2ccccc21	37	9	0	2	-4	-0.6	-5	-12	2	-37
5	CCOC(=O)c1ccc(Nc2cc3ccccc3c(=O)[nH]2)cc1	14	-2	1	-3	0	5.5	-2	1	.	-14
6	N#Cc1cc(-c2ccccc2)oc1NC(=O)c1ccco1	8	0	-1	-5	1	-0.1	-4	5	1	-8
7	CN(C)CCNC(=O)c1cc2sc3ccccc3c2s1	-10	16	-6	-2	3	-5.9	-11	5	12	10
8	CCN(CC)C(=O)CN1C(=O)C2(OCC(C)(c3ccccc3)CO2)c2ccccc21 (centres undefined)	22	-3	-4	3	-1	-1.6	-3	-11	1	-22
9	CCCC(=O)Nc1ccc(C(=O)n2ccc(C)n2)cc1	13	6	2	8	0	-1.4	-3	-2	-1	-13
10	Cc1ccc(/C=C/S(=O)(=O)N2CCC(C(=O)O)CC2)cc1	13	6	-3	9	-4	21	-20	1	.	-13
11	COc1ccc(CNC(=O)C(C)OC(=O)c2cccc(N(C)C)c2)cc1 (centres undefined)	3	28	-5	-5	1	0.6	-2	7	-2	-3
12	CCOc1cc(CNCCc2ccc(S(N)(=O)=O)cc2)cc(Cl)c1OCc1ccccc1	1	3	-2	-13	-3	-2.3	-8	-4	-5	-1
13	CCn1nnnc1SCC(=O)NC1CCCC1	-13	9	4	-10	-2	0.6	-7	7	-1	13
14	COC(=O)c1ccccc1NC(=O)c1cc(C)no1	7	2	2	1	-1	0.9	0	2	0	-7
15	NC(=O)C1=C[C@H](c2coc3ccccc3c2=O)C[C@H](OCc2ccc(CO)cc2)O1	-14	24	-2	5	-4	-1.6	-13	-4	.	14
16	Cc1cc(C)cc(N(CC(=O)NC2CCCC2)S(=O)(=O)c2c(C)[nH]c(=O)[nH]c2=O)c1	-14	4	-2	10	-1	-0.5	3	6	0	14
17	Cc1c(C)n(Cc2ccccc2)c2ncnc(NCCCO)c12	10	8	-3	-5	-1	1.9	-4	7	3	-10
18	Clc1ccc(-c2cc(COc3ccccc3)no2)cc1Cl	-24	4	-2	-7	-25	-1.9	-9	7	-5	24
19	COc1ccc(/C=C/C(=O)NCC2COc3ccccc3O2)c(OC)c1 (centres undefined)	24	16	2	-1	-4	-2.5	-3	7	-4	-24
20	CN(C(=O)COC(=O)CNC(=O)c1ccccc1F)C1CCCCC1	-3	-4	-4	3	-4	1.8	-7	-2	0	3
21	CCN(CC)c1ccc(/C=N/NC(=O)c2cccc(N3CCCC3=O)c2)cc1	52	-7	0	-6	7	-1.2	-19	1	-6	-52
22	CCCCNC(=O)NNC(=O)COc1cccc(C)c1C	2	-1	0	-10	-2	-0.1	1	2	-2	-2
23	O=C(Nc1ccccc1)OCCN1CCOCC1	-22	-7	1	-6	0	-3.1	4	-12	-3	22
24	COc1cccc2c1C(=N)c1c(O)c3c(c(O)c1C2=O)CC(O)(C(C)=O)CC3OC1CC(N)C(O)C(C)O1 (centres undefined)	38	-16	5	-9	13	4.2	-12	-94	56*	-38
25	O=S(=O)(NCc1cc(-c2ccccc2)no1)c1ccccc1	0	8	3	-3	-3	-2.3	-15	-6	-2	0
26	O=C(Cc1ccc(N2CCNC2=O)cc1)N1CCCC(Nc2ccc(F)c(F)c2)C1 (centres undefined)	25	42	-3	-5	-3	0.9	-2	-4	-1	-25
27	Cc1cc(NC(=O)CCNS(=O)(=O)c2cc(Br)cnc2N)ccc1Br	22	0	-1	-11	-2	1.4	-3	1	-2	-22
28	O=C(COC(=O)c1ccccc1)NC1CCCCCC1	-21	7	-4	5	-5	0.0	-5	0	-3	21
29	CCOC(=O)c1nn(-c2ccc(C)cc2)c(=O)cc1OCC(=O)Nc1cccc(OC)c1	47	-4	1	-12	-3	-0.2	-6	-16	-1	-47
30	Cc1sc2ncnc(NS(=O)(=O)c3ccc(Cl)cc3)c2c1C	-16	-3	2	-11	7	1.3	-5	1	0	16
31	COc1cccc(NC=C2C(=O)OC(C)(C)OC2=O)c1	-26	7	1	-4	-4	0.5	-2	1	0	26
32	COc1ccc(C(=O)ON=C2CCN(C)CC2)cc1	-13	14	-1	-3	-2	-0.4	5	4	1	13
33	CN(C)Cc1cc(C(C)(C)c2ccccc2)ccc1O	-1	-11	-3	-9	2	5.1	-4	2	-2	1
34	Cc1ccc2c(c1)NC(=O)C(CC(=O)Nc1ccc(Br)c(C)c1)O2 (centres undefined)	-11	12	-2	9	-5	-0.2	-1	0	-4	11
35	O=c1c2ccccc2cnn1Cc1n[nH]c(=S)n1C1CC2CCC1C2 (centres undefined)	8	4	3	-6	3	-1.0	4	-4	3	-8
36	Cc1cc(NC(=O)Nc2ccccc2Cl)no1	-17	-1	-8	-4	-2	0.0	-8	-10	-3	17
37	O=C(CCNS(=O)(=O)c1ccccc1C(F)(F)F)Nc1ccncc1	-17	-9	3	-11	-1	-0.2	1	-2	-1	17
38	Cc1ccc(OCC(=O)Oc2cccc(C)c2C)cc1	-9	4	1	11	-7	-0.4	-3	-4	-4	9
39	O=C(CCn1nc(-c2ccc(Cl)cc2)c2ccccc2c1=O)Nc1cccnc1	67	1	2	-17	-1	-0.1	-14	2	0	-67
40	CCc1ccc(/C(C)=N/NC(=O)CNC(=O)/C=C/c2ccccc2OC)cc1	.	23	-1	-3	-2	-0.2	7	-1	12	.
41	Cc1ccc(S(=O)(=O)N2CCCC2CNC(=O)C(=O)NCCN2CCOCC2)cc1 (centres undefined)	-4	-8	-4	-11	1	-0.6	-8	6	0	4
42	CC(=O)c1ccc(Cc2ccccc2)cc1	15	-3	2	-2	-4	0.0	4	2	.	-15
43	O=C(CSc1nnc(CNc2ccc(F)cc2)n1Cc1ccccc1)N1CCOCC1	-19	-2	0	-17	3	0.6	-16	-7	-2	19
44	CC[C@@]1(C(=O)OC)N[C@H](CN(C)S(=O)(=O)c2ccc(OC)cc2)[C@@H]2C(=O)N(C)C(=O)[C@@H]21	-29	-7	1	-7	-1	-0.2	-3	2	.	29
45	C=CC[C@@H](CC(=O)N(CCO)Cc1ccccc1)C(=O)NC[C@@H](OC(=O)[C@@H](CC=C)Cc1ccc(F)cc1)c1ccccc1	51	18	2	2	-8	1.1	-7	11	.	-51
46	O=C(O)CCC(=O)Nc1cccc(-c2nnc(-c3ccccc3)o2)c1	-17	11	-2	-10	1	-1.1	-9	-11	-4	17
47	O=C(Nc1ccc(F)cc1)Nc1ccc2c(c1)OCO2	-5	-12	-1	-13	-1	-2.1	-2	-15	-2	5
48	O=C(Nc1ccc(Cl)cc1)c1cc(S(=O)(=O)N2CCOCC2)cs1	54	31	2	0	1	0.1	-5	0	-3	-54
49	CCCCCOC(=O)Cc1c(O)c2ccccc2[nH]c1=O	-12	-1	2	-5	0	0.1	-1	6	-1	12
50	S=C(NCCc1ccccc1)NC1CCC(NC(=S)NCCc2ccccc2)CC1 (centres undefined)	17	-13	0	-10	-2	0.4	-8	6	-4	-17

# (more compounds)
item	compound	SR-BI DiI inh	Arrestin-AP2 inh	Keap1-Nrf2 PPI	PvdQ acylase	DAGLB inhibitor	LANA DNA inh	RTF Ca sens inh	PKA-R2B activ	NSD2 HMT inh	SR-BI DiI-HDL act
51	O=S(=O)(c1ccccc1)N1N=C(c2ccc(Cl)cc2)CC1c1ccco1 (centres undefined)	-15	13	-3	-3	-4	0.8	-33	2	1	15
52	O=C(/C=C/c1ccccc1[N+](=O)[O-])OC1CCCCC1=O (centres undefined)	-11	-12	-4	-14	-1	-0.5	3	-3	-1	11
53	COc1ccc(C2NC(=O)NC(C)=C2C(=O)OCC2CCCCC2)cc1OC (centres undefined)	.	9	-3	-17	2	2.5	-4	-6	3	.
54	CC1=Nc2cc(C(=O)NCC3CCCO3)ccc2Sc2ccc(C)cc21 (centres undefined)	9	-8	-3	-9	0	-1.0	2	-6	.	-9
55	O=C(CNC(=O)c1ccccn1)N/N=C/c1ccccc1	-18	3	-1	-4	0	1.6	-4	8	0	18
56	COc1ccc2[nH]c(=O)c(CNc3ccccc3C)cc2c1	.	21	-1	-6	-1	-1.8	3	0	1	.
57	CC(C)(C)CC(=O)NC(=S)NCc1ccccc1	-4	9	-3	-5	-3	1.6	-1	5	-1	4
58	Cc1ccc(-c2ccc(/C=N/NC(=S)Nc3ccccc3)o2)cc1[N+](=O)[O-]	44	2	1	-4	-3	-0.4	-1	-9	0	-44
59	COC(=O)[C@@H](NC(=O)NC(C)CCc1ccccc1)C(C)C (some centres undefined)	2	-2	1	-4	-1	1.4	7	-2	5	-2
60	Cc1ccc(S(=O)(=O)N2CCOCC2)cc1NC(=O)COC(=O)CNC(=O)c1ccc(C(C)(C)C)cc1	5	8	-1	4	2	-0.1	13	-10	1	-5
61	COc1ccc(N(CC(=O)Nc2cccc(C)c2)S(=O)(=O)c2ccc(C)cc2)cc1OC	-4	-8	2	1	-3	-2.8	1	-11	-4	4
62	O=C(Nc1cccnc1)c1ccc(COc2ccccc2Br)cc1	-1	8	0	-15	-1	-1.3	-9	3	-2	1
63	CCOC(=O)c1ccc(NC(=O)CN2CCN(c3ccccc3)CC2)cc1	-5	5	-2	4	-5	-2.7	-11	-6	0	5
64	Cc1ccc2c(C)cc(=S)[nH]c2c1	-1	2	1	-18	-1	-0.9	-4	-4	1	1
65	CC(=O)Oc1ccc(Cl)cc1CN(C(C)=O)C1CCCCC1	1	-12	2	-12	-1	1.7	-1	-11	-1	-1
